Screening results from PubChem BioAssay.
Fh CTSL1 inh = blocks F. hepatica cathepsin L1 in PFM18AAP counter-screen; recombinant F. hepatica cathepsin L1, Z-Leu-Arg-MCA fluorescence; inhibition, % at 5.96 µM; 300,000 compounds, 0.49% hits;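 active means inhibition above the mean of all tested compounds plus 3 SD, set per screening campaign, cut at about 17% in these data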;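 further: 0% = plate median of test compound wells and 100% = 1 µM Z-Phe-Ala-diazomethylketone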
procasp7 counter = counter-screen: procaspase-7 (human) activation. 330,000 compounds, 0.093% hits. P55210. activation, % at 8.5 µM. recombinant procaspase-7, Ac-DEVD-pNA absorbance 405 nm; D23A/D198A/D206A triple mutant, cannot self-cleave; scale: DMSO 0, 5 µM enzyme 100;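 active means percent activation above the screen-wide mean plus 3 SD, cut at about 25% in these data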
Target sequence (P55210 whole entry D23A/D198A/D206A): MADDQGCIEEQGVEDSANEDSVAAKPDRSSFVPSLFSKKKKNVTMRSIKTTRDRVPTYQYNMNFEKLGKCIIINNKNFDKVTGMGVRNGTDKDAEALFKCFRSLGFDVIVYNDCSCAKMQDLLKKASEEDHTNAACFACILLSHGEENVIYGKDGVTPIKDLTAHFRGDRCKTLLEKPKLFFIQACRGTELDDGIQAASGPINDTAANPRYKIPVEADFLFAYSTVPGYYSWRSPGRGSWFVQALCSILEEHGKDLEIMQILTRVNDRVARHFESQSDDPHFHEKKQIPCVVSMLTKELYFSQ
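buffer or medium = Zinc-free HEPES/NaCl buffer, pH 7.4 | material = Procaspase-7 triple mutant (PC-7 D3A) | input = 2 µM procaspase-7 mutant as dispensed | signal = Epi-absorbance of released pNA at 405 nm, two timepoints | timing = 1 h preincubation, 2 h reaction | replicates = singlicate compound testing | evaluation = % activation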
AHR act = human AHR activation. 320,000 compounds, 2.5% hits. AHR-responsive luciferase reporter cells, luminescence. AID 2796. P35869. activation, % at 5 µM; in the data active means activation above about 47%;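 further: 0% = vehicle wells and 100% = reference agonist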
PP1 inh = counter-screen for PP5 inhibitors: inhibitors of human PP1-alpha | AID 2235 | purified PP1alpha, OMFP fluorescence | P62136 | 320,000 compounds, 0.9% hits | inhibition, % at 6.7 µM;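 active means inhibition above the mean inhibition of all tested compounds plus 3 SD, computed separately for each screening campaign, cut at about 15% in these data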
Target sequence (P62136 whole entry, looked up): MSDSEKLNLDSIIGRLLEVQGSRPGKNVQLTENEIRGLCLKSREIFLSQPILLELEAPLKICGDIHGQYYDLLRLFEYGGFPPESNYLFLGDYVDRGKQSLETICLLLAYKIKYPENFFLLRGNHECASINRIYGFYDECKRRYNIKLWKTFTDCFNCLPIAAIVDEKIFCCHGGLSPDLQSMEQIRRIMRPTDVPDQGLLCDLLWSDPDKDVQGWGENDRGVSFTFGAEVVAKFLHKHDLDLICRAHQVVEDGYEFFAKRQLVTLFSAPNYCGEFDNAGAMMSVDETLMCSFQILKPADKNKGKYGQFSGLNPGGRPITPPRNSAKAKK
PAFAH2 inh = inhibitors of human PAFAH2; Q99487; recombinant PAFAH2, FP-rhodamine activity probe, fluorescence polarization; inhibition, % at 3.39 µM; 340,000 compounds, 0.99% hits;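 active means inhibition above the mean over all tested compounds plus 3 SD, cut at about 30% in these data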;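 further: inhibitors block probe labeling of enzyme so polarization drops; 0% = enzyme with DMSO and 100% = wells lacking PAFAH2 protein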
PP5 primary = inhibitors of human protein phosphatase 5 (PP5); 320,000 compounds, 0.18% hits; P53041; inhibition, % at 6.7 µM; purified PP5c, OMFP substrate fluorescence;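 active means inhibition above the campaign's mean inhibition across all tested compounds plus 3 SD, cut at about 9.5% in these data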;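 further: 0% = DMSO only and 100% = 100 µM cantharidin control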
TPT1 inhibitor = blocks Candida albicans tRNA 2'-phosphotransferase; recombinant caTPT1, FP RNA substrate dephosphorylation; AID 1962; 300,000 compounds, 0.81% hits; inhibition, % at 5 µM;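 active means inhibition above the mean of all tested compounds plus 3 SD, set per screening campaign, cut at about 24% in these data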;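 further: plate controls were DMSO alone for no effect and ferristatin control at 100 nM for full effect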
procasp3 activ = activators of human procaspase-3. P42574. recombinant procaspase-3 D3A, Ac-DEVD-pNA absorbance 405 nm. activation, % at 8.5 µM. 330,000 compounds, 0.11% hits;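 active means activation above the mean of all tested compounds plus 3 SD, cut at about 21% in these data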;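 further: 0% = DMSO alone and 100% = DMSO wells spiked with extra 5 µM PC-3 D3A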
Target sequence (P42574 whole entry D9A/D28A/D175A): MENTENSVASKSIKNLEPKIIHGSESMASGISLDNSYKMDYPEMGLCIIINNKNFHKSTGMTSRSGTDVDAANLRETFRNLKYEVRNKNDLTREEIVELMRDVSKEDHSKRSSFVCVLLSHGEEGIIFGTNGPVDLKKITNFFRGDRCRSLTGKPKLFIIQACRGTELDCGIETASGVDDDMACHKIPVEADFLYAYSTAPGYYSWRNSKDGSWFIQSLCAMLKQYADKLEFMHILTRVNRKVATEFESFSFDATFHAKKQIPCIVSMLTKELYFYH
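Assay system: Procaspase-3 D3A mutant, all three cleavage aspartates alanine. Buffer or medium: Zinc-free HEPES saline buffer with Triton X-100. Times: 1 h compound preincubation, 2 h substrate hydrolysis at 25 °C. Measured by: 405 nm absorbance of p-nitroaniline, reads at 0 and 120 min. Read-out basis: percent activation relative to control range. Replicates: singlicate.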
core dimer inh = HCV core protein dimerization inhibition; inhibition, % at 5 µM; TR-FRET GST/Flag-core106 dimerization, 1536-well; 300,000 compounds, 0.33% hits;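 active means inhibition above the mean of all tested compounds plus 3 SD, set per screening campaign, cut at about 45% in these data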
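System: GST-tagged and Flag-tagged HCV core protein residues 1-106 / Input: core106 proteins, GST 13.5 nM and Flag 17 nM / Buffer or medium: KF-containing HEPES buffer, pH 7.45, DTT, CHAPS, BSA / Probe or stimulus: Eu-anti-GST and XL665-anti-Flag labelled anti-tag antibodies / Schedule: 4 h, 22.5 °C incubation / Technique: TR-FRET 671 and 617 nm emission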
Starred values were filed as active, the others as inactive; / = not tested or not shown.

structure,Fh CTSL1 inh,procasp7 counter,AHR act,PP1 inh,PAFAH2 inh,PP5 primary,TPT1 inhibitor,procasp3 activ,core dimer inh
O=c1[nH]c(CN2CC=C(c3ccccc3)CC2)nc2scc(-c3cccs3)c12,-7,-1,9,19*,-5,-2.0,16,-2,25
Cc1cc(NC(=O)COC(=O)c2c(C)nn(Cc3ccccc3)c2Cl)no1,5,-6,-3,4,16,3.5,-3,-5,6
CCOc1cccc(=NC2CCCCC2)c2c(C)n(C)c(C)c12,3,-8,19,0,/,-0.9,-6,2,-4
O=c1[nH]c(O)c(N=Nc2ccc3c(c2)OCCO3)c(=O)[nH]1,0,7,10,2,-6,2.6,1,0,-12
COc1cc(OC)c(OC)cc1CNCCc1cccc(F)c1,-2,4,1,-2,1,-2.0,0,-1,4
CC(C)CCP(=O)(O)c1ccccc1,-1,5,2,-3,1,-1.9,0,-3,-1
CC(Cc1ccccc1)NC(=O)Cc1ccc(N(C)C)cc1 (stereo not given),-1,2,4,2,-2,-0.1,-2,0,-12
CCC12CN3CCN(CC(C3)/C1=N/NC(=O)c1ccncc1)C2,-3,11,9,-3,-2,2.6,-6,3,-1
CC1C(OC(=O)CCC(=O)NC(C)(C)CO)O[C@H]2OC3(C)CC[C@H]4[C@H](C)CCC1C24OO3 (stereo not given in full),-1,5,0,0,1,0.3,-2,3,11
Cc1cccc(CN2CCN(c3ccc(Cl)cc3)CC2)c1,0,6,1,2,0,0.9,0,-3,-3
O=c1cccc2n1CC1CC2CN(C(c2cccc(F)c2)c2sc3ncnn3c2O)C1 (stereo not given),-4,4,-1,0,1,-0.3,2,1,-1
O=C(NC1CONC1=O)OCC(Cl)(Cl)Cl (stereo not given),6,2,-2,1,2,-1.9,0,6,13
COc1ccc(-n2c(O)c(C(C)=NCc3ccco3)c(=O)[nH]c2=O)cc1,-2,-6,-11,-2,0,3.1,3,-6,-2
COc1ccccc1-n1c(O)c(C=NCCN2CCNCC2)c(=O)[nH]c1=O,0,7,7,0,1,1.1,4,4,0
COc1cccc(C2=NOC(C(=O)N3CCC4(CC3)OCCO4)C2)c1 (stereo not given),-4,6,4,-3,2,0.1,-1,2,0
COc1cccc(C(=O)C2CCCN(Cc3cccc(C)n3)C2)c1 (stereo not given),3,-8,6,-1,-7,3.7,1,0,-13
O=C1NC(=O)N(c2ccc3c(c2)OCO3)C(=O)/C1=C/c1cccs1,4,-26,3,4,6,2.5,4,-4,-4
CN1CC(C(=O)c2ccc(Cl)cc2)C(c2ccccc2F)C1 (stereo not given),2,6,3,-1,-4,1.8,0,-1,-1
COc1ccc(/C=C2/C(=O)NC(=O)N(c3ccccc3)C2=O)cc1CN1C(=O)c2ccccc2C1=O,4,0,-1,3,2,-1.7,5,-6,0
CCOP(=O)(OCC)OCC,/,4,-1,-2,8,-2.6,/,7,/
CCOC(=O)/C(=N\Nc1ccccc1)N1CC1,5,3,20,-1,7,0.1,-5,3,-6
CNCCCc1ccccc1,4,8,0,-4,11,2.6,-1,-6,-1
CCc1ccc(C2=NN(CCC(=O)N3CCC4(CC3)OCCO4)C(=O)CC2)cc1,0,13,6,-1,-2,-0.5,-6,0,-3
CC(=O)OC1N=C(c2ccccc2)c2cc(C)ccc2NC1=O (stereo not given),2,3,-1,-1,5,2.2,-4,1,1
COC(=O)C1=C(c2cc3ccccc3o2)C[C@@H]2CC[C@H]1N2C(=O)NCc1ccco1,-1,7,3,1,-6,2.3,-4,6,-5
O=C(C1CCCN(c2nnc(-n3cccc3)s2)C1)N1CCC2(CC1)OCCO2 (stereo not given),3,8,2,-4,6,-1.4,-8,-5,-1
COc1ccc(CC2C(=O)N(C)C(=O)N(C)C2=O)c(OC)c1,-2,-4,0,0,3,-0.6,-5,-5,-8
C1CCC2S[C@H]3CCCCC3NC2C1 (stereo not given in full),2,5,8,-3,9,-3.3,3,-4,-2
CC1CN(CC(=O)c2ccccc2Cl)CC(C)O1 (stereo not given),-1,-2,8,3,2,-2.3,4,4,-4
C1=C(c2ccccc2)CCNC1,-2,2,0,2,1,0.2,-10,1,-6
c1ccc(CNCCc2c[nH]c3ccccc23)cc1,-1,4,10,3,9,1.1,-1,1,5
c1ccc(CCN2CCC(N3CCN(c4ccccc4)CC3)CC2)cc1,-3,13,-1,2,-3,1.8,0,4,-6
C[n+]1c(-c2ccccc2)cc(-c2ccc(O)cc2)cc1-c1ccccc1,11,-14,3,0,4,-0.5,3,-6,-2
O=c1c2ccccc2nc(N2CCCC2)n1-c1ccccc1,1,6,0,1,1,0.1,3,0,4
COc1ccc(CCC(=O)N2C[C@H]3C[C@@H](C2)c2cccc(=O)n2C3)cc1,0,1,-1,-1,-3,0.4,-9,1,-3
CC1=C(C(=O)Nc2ccccc2)SCCO1,-3,-7,-1,1,6,2.5,-1,-1,-6
Cc1ccccc1CN1CCN(c2ccc(Cl)cc2)CC1,2,-6,0,-1,-3,1.6,-2,4,10
COC(=O)C1=C(c2ccc(-c3ccccc3)c(F)c2)C[C@@H]2CC[C@H]1N2C(=O)N1CCOCC1,/,16,-1,2,3,3.9,/,2,/
CCC(=NC(C)c1ccccc1)c1c(O)[nH]c(=O)[nH]c1=O (stereo not given),-5,3,1,-4,3,0.0,1,-5,0
Cc1[nH]c2ccccc2c1CCNCc1cccnc1,-4,2,4,3,1,-1.9,0,6,-5
COc1ccc(-n2c(O)c(C(C)=NCCc3c[nH]c4ccccc34)c(=O)[nH]c2=O)cc1,-1,10,5,-1,/,3.9,0,-4,4
Cc1nc2ccccc2c(=O)n1-c1cccnc1,0,11,5,-2,7,0.0,0,-9,1
CCC(CO)(C(=O)OC1C[N+]2(C)CCC1CC2)c1ccccc1 (stereo not given),-3,-3,-2,-5,6,-1.8,2,-8,0
COc1ccc(-n2c(O)c(C=NCCN(C)C)c(=O)[nH]c2=O)cc1,-2,3,2,1,-6,-0.2,1,1,0
CN1CCc2nc(SCc3ccccc3Br)c(C#N)cc2C1,-2,3,21,6,6,-0.6,1,1,1

Filtered by structure, those above with a halogen.
structure,Fh CTSL1 inh,procasp7 counter,AHR act,PP1 inh,PAFAH2 inh,PP5 primary,TPT1 inhibitor,procasp3 activ,core dimer inh
Cc1cc(NC(=O)COC(=O)c2c(C)nn(Cc3ccccc3)c2Cl)no1,5,-6,-3,4,16,3.5,-3,-5,6
COc1cc(OC)c(OC)cc1CNCCc1cccc(F)c1,-2,4,1,-2,1,-2.0,0,-1,4
Cc1cccc(CN2CCN(c3ccc(Cl)cc3)CC2)c1,0,6,1,2,0,0.9,0,-3,-3
O=c1cccc2n1CC1CC2CN(C(c2cccc(F)c2)c2sc3ncnn3c2O)C1 (stereo not given),-4,4,-1,0,1,-0.3,2,1,-1
O=C(NC1CONC1=O)OCC(Cl)(Cl)Cl (stereo not given),6,2,-2,1,2,-1.9,0,6,13
CN1CC(C(=O)c2ccc(Cl)cc2)C(c2ccccc2F)C1 (stereo not given),2,6,3,-1,-4,1.8,0,-1,-1
CC1CN(CC(=O)c2ccccc2Cl)CC(C)O1 (stereo not given),-1,-2,8,3,2,-2.3,4,4,-4
Cc1ccccc1CN1CCN(c2ccc(Cl)cc2)CC1,2,-6,0,-1,-3,1.6,-2,4,10
COC(=O)C1=C(c2ccc(-c3ccccc3)c(F)c2)C[C@@H]2CC[C@H]1N2C(=O)N1CCOCC1,/,16,-1,2,3,3.9,/,2,/
CN1CCc2nc(SCc3ccccc3Br)c(C#N)cc2C1,-2,3,21,6,6,-0.6,1,1,1

Carrying on:
structure,Fh CTSL1 inh,procasp7 counter,AHR act,PP1 inh,PAFAH2 inh,PP5 primary,TPT1 inhibitor,procasp3 activ,core dimer inh
CNC(=O)c1cccn(Cc2cc(C(F)(F)F)cc(C(F)(F)F)c2)c1=O,-1,6,1,-2,5,1.2,-2,2,-2
CCCCN1C(=O)NC(=O)C2(Cc3c(nc4c(C)cccn4c3=O)N3CCc4ccccc4C32)C1=O (stereo not given),-1,-6,37,4,12,2.3,-1,-8,19
COc1ccc(-c2nc3ccc(C(=O)N4CCC5(CC4)OCCO5)cc3nc2-c2ccc(OC)cc2)cc1,6,52*,0,1,-2,3.2,2,30*,18
CCC1=Nc2cc(C(=O)N3CCC4(CC3)OCCO4)ccc2Sc2ccc(Br)cc21,-2,8,2,2,9,4.4,3,2,17
Cc1ccc(OCC(=O)N2CCCC(N3CCN(c4ccc(F)cc4)CC3)C2)cc1 (stereo not given),0,7,0,-3,-1,0.0,-1,0,8
Cc1ccc(-n2c(O)c(C=NC3CCCCC3N)c(=O)[nH]c2=O)cc1C (stereo not given),9,8,2,0,5,1.8,0,2,10
O=C1CC(c2cccnc2)=NN1c1ccccc1,0,-4,1,-2,9,1.2,-11,-8,-7

These rows are one share of the data; the hit share may differ from the screen's.
